High-throughput results as filed in PubChem BioAssay.
TCR activator: activators of T cell receptors | primary human leukocytes, anti-CD3, IL-2 HTRF, 48 h | Potency, µM (doses to about 9.22 µM), without a hit: at the highest dose activation of IL-2 secretion, usual class: activators | 330,000 tested, under 10 active | AID 504894; note: % of control where 0% means no effect
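Activity was scored as IL-2 release from primary human leukocytes given only a TCR signal (a-CD3 beads) plus compound for 48 hr. Detection used a two-antibody HTRF format read at 665nm.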
TSG101-PTAP inh: blocks PTAP/TSG101 interaction to inhibit HIV-1 budding; Fluorescence polarization, FITC-PTAP peptide / Tsg101 binding; Potency, µM (top dose mostly 115 µM), without a hit: top-dose activity change, negative = inhibition, usual class: inhibitors; Q99816; 340,000 tested, under 10 active; active = well fitted inhibition curve with a large enough effect in the main read-out, with a control signal flat, not every such curve was filed as active; inconclusive = small, poorly fitted or top-dose-only effect, or effect the other way, or a change in a side signal; inactive = no such curve, though single readings can be large or run the other way; note: potency is the fitted concentration of half-maximal effect; % of control where 0% means no effect
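FP read-out: FITC-PTAP peptide, 50 nM final, binding Tsg101 binding domain, 10 uM final; 20 min, r.t.; 10 mM HEPES pH 7.5, 0.15 M NaCl, 0.01% Tween 20, 3 mM EDTA, 0.1 mM TCEP.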
TSHR antag: blocks TSH signaling through the human TSH receptor; activity change, negative = inhibition, % at 11.5 µM; TSHR-expressing cells, TSH-stimulated cAMP HTRF, 2 h; active compounds read low; 330,000 tested, 0.2% active; P16473;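 active = activity change below a set negative limit, meaning inhibition stronger than a set level, cut at about -70% in these data; inconclusive = activity change between two set negative limits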; note: % is set by controls: 0 for no effect and ±100 for the full control effect
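Freshly harvested TSHR cells receive pin-tooled compound, then EC80 TSH at 4nM final. After 2 hours at 37 deg C, antibody in lysis buffer and cAMP-d2 are added; 30 minutes at ambient temperature precede the HTRF read.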
Integrin act MD: integrin-mediated muscular dystrophy alleviation activation. alpha7betagal myoblasts, beta-gal FDG fluorescence, 48 h. Potency, µM (top dose mostly 38.3 µM), without a hit: at the top dose activation, usual class: activators. 350,000 tested, 0.064% active;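 note: potency is the fitted concentration of half-maximal effect; 100% = response of the positive control SU9516; nearly all actives have a fitted effect of over 60% in size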
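Alpha7betagal+/- myoblasts (passage 13) were plated 16-24 hr, then exposed to compounds (1:260 dilution of DMSO stock) for 48 hours at 37C. After MPER lysis, β-galactosidase reporter activity was read as FDG fluorescence (ex 480/em 540) after 30 minutes.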
MBNL1-CUG inh: blocks human MBNL1 binding to CUG repeat RNA; 280,000 tested, 0.036% active; TR-FRET MBNL1-His/biotin-(CUG)12 binding, 665/545 ratio; Q9NR56; Potency, µM (titrated, usually from 57.5 µM), for inactives: at the top dose activity change, negative = inhibition, actives largely listed as inhibitors; AID 2675; active = well fitted inhibition curve with a large enough effect in the signal ratio, with a control signal flat, not every such curve was filed as active; inconclusive = small, poorly fitted or top-dose-only effect, or effect the other way, or a change in a side signal; inactive = no such curve, though single readings can be large or run the other way; the % refers to the signal ratio; note: potency is the fitted concentration of half-maximal effect; % is set by controls: 0 for no effect and ±100 for the full control effect
Target sequence (Q9NR56 whole entry, looked up): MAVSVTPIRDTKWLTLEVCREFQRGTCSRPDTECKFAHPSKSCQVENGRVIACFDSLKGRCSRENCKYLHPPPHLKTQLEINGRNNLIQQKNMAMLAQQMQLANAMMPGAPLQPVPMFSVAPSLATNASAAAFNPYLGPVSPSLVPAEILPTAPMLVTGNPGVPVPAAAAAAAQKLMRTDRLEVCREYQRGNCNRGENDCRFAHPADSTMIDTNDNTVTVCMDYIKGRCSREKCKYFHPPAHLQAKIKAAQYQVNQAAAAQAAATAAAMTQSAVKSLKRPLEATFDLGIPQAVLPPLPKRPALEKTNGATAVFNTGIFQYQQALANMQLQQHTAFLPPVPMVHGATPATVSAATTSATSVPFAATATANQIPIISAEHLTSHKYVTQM
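TR-FRET readout: Ex 340 nm, 665/545 nm emission ratio, normalized to buffer-only (basal) and MBNL1-(CUG)12 controls. Complex of MBNL1-His with Biotin-(CUG)12, compounds 92 nM–58 uM, incubated 60 min at room temperature.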
Mito fusion act: mitochondrial division inhibition or fusion activation; S. cerevisiae fusion-defective mutant growth rescue, CellTiterGlo 48 h; Potency, µM (titrated, usually from 46.1 µM), without a hit: top-dose growth rescue (activation), usual class: activators; 320,000 tested, 0.23% active; AID 485298;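 note: potency is the fitted concentration of half-maximal effect; % of control where 0% means no effect; nearly all actives have a fitted effect of over 45% in size; temperature-sensitive fusion mutants such as fzo1-1 at 37 °C on non-fermentable ethanol glycerol medium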
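Read-out: ATP-based luminescence (CellTiterGlo, 10 min ambient) reporting growth of fusion-defective ts yeast after 48 hours at 37C on glycerol/ethanol YPEG medium in the presence of compound.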
S-ASM inh: inhibitors of human secretory acid sphingomyelinase; Potency, µM (doses to about 57.5 µM), for inactives: at the top dose activity change, negative = inhibition, actives largely listed as inhibitors; AID 504937; P17405; 340,000 tested, 0.006% active; placental ASM, HMU-PC fluorogenic substrate, 60 min; note: potency is the fitted concentration of half-maximal effect
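Steps: dispense placental human ASM, pin compound, wait 10 min at room temperature, add HMU-PC0 substrate at 9 uM final, incubate 60 min at 37 °C, add stop solution raising pH to 10, read fluorescence.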
Menin-MLL TR inh: displaces Texas Red mutant MLL peptide from human menin; AID 1768; O00255; 270,000 tested, 0.23% active; Menin + Texas Red MLL mutant peptide, fluorescence polarization; Potency, µM (doses to about 61.6 µM), without a hit: at the highest dose FP activity change, negative = inhibition, most hits filed as inhibitors; active = well fitted inhibition curve with a large enough effect in the polarisation, with a control signal flat, not every such curve was filed as active; inconclusive = small, poorly fitted or top-dose-only effect, or effect the other way, or a change in a side signal; inactive = no such curve, though single readings can be large or run the other way; the % refers to the polarisation; note: potency is the fitted concentration of half-maximal effect; % of control where 0% means no effect; many of its hits are not listed in these tables
Target sequence (O00255 whole entry, looked up): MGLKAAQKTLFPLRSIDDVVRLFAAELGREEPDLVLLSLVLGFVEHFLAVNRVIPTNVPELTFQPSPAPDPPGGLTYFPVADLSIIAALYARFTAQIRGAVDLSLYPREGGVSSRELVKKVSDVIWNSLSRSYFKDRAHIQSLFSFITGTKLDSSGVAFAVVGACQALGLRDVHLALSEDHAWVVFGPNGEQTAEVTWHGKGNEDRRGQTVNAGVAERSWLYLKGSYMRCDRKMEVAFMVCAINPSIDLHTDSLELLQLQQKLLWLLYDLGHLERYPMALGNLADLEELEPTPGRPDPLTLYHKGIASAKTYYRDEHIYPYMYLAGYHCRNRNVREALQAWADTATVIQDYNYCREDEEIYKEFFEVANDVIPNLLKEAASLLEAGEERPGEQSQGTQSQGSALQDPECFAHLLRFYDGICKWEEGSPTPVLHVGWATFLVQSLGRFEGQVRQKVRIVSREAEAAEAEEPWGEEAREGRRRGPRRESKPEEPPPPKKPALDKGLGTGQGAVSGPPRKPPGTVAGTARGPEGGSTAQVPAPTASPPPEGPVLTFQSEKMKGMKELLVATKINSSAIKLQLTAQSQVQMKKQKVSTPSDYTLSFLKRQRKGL
AT treatment: potential ataxia-telangiectasia treatments restoring KAP-1 phosphorylation. […] A-T fibroblasts, KAP-1 phosphorylation AlphaLISA; neocarzinostatin DNA damage 30 min before lysis. Potency, µM (doses to about 57.5 µM), for the others: at the top dose activation, most hits filed as activators. 320,000 tested, 0.19% active. AID 485349; note: potency is the fitted concentration of half-maximal effect; % of control where 0% means no effect; nearly all actives have a fitted effect of over 45% in size
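hTERT-immortalized A-T patient fibroblasts ([…]), 500 cells/well in OPTI-MEM, 1% FBS, got compounds for 60 min, then NCS for 30 min at 37C. Lysates were then assayed for phospho-KAP-1 by AlphaLISA (anti-pKAP1 donor, anti-KAP1 acceptor beads), 6 hr at 25C.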
MLL CXXC-DNA inh: inhibitors of human MLL CXXC domain-DNA interaction; 290,000 tested, 0.037% active; Q03164; Potency, µM (titrated, usually from 115 µM), without a hit: top-dose activity change, negative = inhibition, actives largely listed as inhibitors; MLL-CXXC / FITC-HOXA9 DNA fluorescence polarization; active = well fitted inhibition curve with a large enough effect in the polarisation, with a control signal flat, not every such curve was filed as active; inconclusive = small, poorly fitted or top-dose-only effect, or effect the other way, or a change in a side signal; inactive = no such curve, though single readings can be large or run the other way; the % refers to the polarisation; note: potency is the fitted concentration of half-maximal effect
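Fluorescence polarization: 7 uM MLL-CXXC (stock) preincubated 5 min with compounds, then 50 nM fluorescein-HOX-A9 DNA (stock) added; 30 min ambient. Buffer 50 mM Tris-HCl pH 7.5, 50 mM NaCl, 1 mM DTT, 0.05% BSA.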
* = called active by the depositor; ? = inconclusive; / = no result given; [ ] = dose if it differs, or a comment. Unless noted, calls come from the whole dose curve; as a rule, active = well fitted curve in the direction sought with a large enough effect; inconclusive = small, poorly fitted or top-dose-only effect, or another doubt; inactive = no such curve, though single readings can be large; an effect the other way counts as inactive or inconclusive. Some of the compounds tested; count on the stated rates, not on these rows.

SMILES	TCR activator	TSG101-PTAP inh	TSHR antag	Integrin act MD	MBNL1-CUG inh	Mito fusion act	S-ASM inh	Menin-MLL TR inh	AT treatment	MLL CXXC-DNA inh
O=C(Nc1nc(-c2ccc3c(c2)OCO3)cs1)C1COc2ccccc2O1 (stereo not drawn)	0%	0%	-29	4%	-1%	21%	-12%	?	-5%	14%
N/C(=N\OC(=O)c1ccoc1)c1ccc(Br)cc1	-5%	-2%	-6	0%	-6%	9%	0%	0%	10%	12%
CCCCCCn1cnc2c(c1=O)c1nc3ccccc3nc1n2Cc1cccs1	6%	-2%	-3	-14%	-4%	1%	42%[activator]	-12%	0%	-2%
O=S(=O)(Nc1ccccn1)c1cccc(S(=O)(=O)c2ccc(Cl)cc2)c1	-5%	-1%	1	25%	-2%	0%	-1%	8%	-6%	-1%
COc1ccc(S(=O)(=O)N(CC(=O)Nc2ccccc2C(=O)N2CCOCC2)c2ccc(F)cc2)cc1	-4%	0%	-8	1%	-4%	-1%	/	/	-6%	-1%
NC(=O)c1cccc(S(=O)(=O)N2CC(c3ccccc3)CC2=O)c1 (stereo not drawn)	6%	1%	-10	-11%	-3%	2%	0%	5%[11.7 µM]	-1%	2%
O=C(Nc1cc(S(=O)(=O)N2CCOCC2)ccc1OCC(F)(F)F)C1=COCCO1	1%	1%	0	5%	/	2%	-1%	/	-8%	/
Cc1nc(N2CCN(C(=O)CCC(=O)O)CC2)c2c(C)c(C)sc2n1	/	-8%	0	-23%	-1%	-5%	0%	3%	6%	3%
O=C1Cc2ccccc2C(=O)N1CCc1ccccc1	3%	-3%	4	23%	?	-1%	2%	-3%[11.7 µM]	5%	?
O=C(O)C1C2C=CC3(CN(Cc4ccco4)C(=O)C13)O2 (stereo not drawn)	3%	-4%	8	-14%	-8%	-1%	2%	3%[11.7 µM]	9%	-11%
COc1ccc2cc3cc(C(=O)Nc4cc(OC)c(OC)c(OC)c4)oc3nc2c1	-1%	-4%	-39	-14%	12%	-4%	-1%	0%	14%	1%
COc1cc(C(=O)NCc2ccc(S(N)(=O)=O)cc2)ccc1OCC(=O)N1CCOCC1	/	-1%	-11	8%	/	-4%	4%	/	-2%	/
CCC(C)Cn1c(S(=O)(=O)O)nc2ccccc21 (stereo not drawn)	-7%[46.1 µM]	-6%	-4	1%	4%	-1%	4%	0%	1%	6%
CC(C)Cn1ccc(=O)n(CC(C)C)c1=O	-6%[46.1 µM]	-3%	6	5%	-21%	4%	-9%	-6%	11%	-2%
CCCCCCC/C(C)=N/NC(=O)CC(=O)NCCc1ccccc1	-1%	-4%	5	5%	-8%	3%	3%	-12%	7%	-14%
N#CCSc1ncccc1-c1nc2ccccc2[nH]1	-6%[46.1 µM]	-8%	-4	9%	5%	-4%	4%	7%	-3%	-2%
COCc1ccc(C(=O)Nc2cccc(S(=O)(=O)N(C)c3ccccc3)c2)cc1	2%	-5%	-16	-46%[inhibitor]	/	/	-3%	/	23%	/
Cc1ccc(-c2nn(CCC(=O)Nc3cccnc3)c(=O)c3ccccc23)cc1	6%	-3%	-9	-12%	/	4%	1%	/	2%	1%
CCOc1c2ccc(C(=O)NCC34CC5CC(CC(C5)C3)C4)cc2nn1CC	-6%	-4%	0	-39%	13%	4%	20%	-28%	-1%	-7%
CCC1COCCS(=O)(=O)N1Cc1ccccc1C (stereo not drawn)	12%	0%	-2	-4%	-2%	-4%	-2%	-13%	3%	5%
CN(C)/C=C(\C#N)C(=O)Nc1ccc(O)cc1F	5%	-3%	4	17%	-4%	-3%	2%	9%	-2%	9%
COc1cc(/C=N/NC(=O)CCn2c3ccccc3c3ccccc32)ccc1O	-1%	-7%	-8	-36%	-3%	-7%	45%[activator]	?	-5%	18%
Cc1ccc(C(=O)NCC(=O)NCC(c2ccco2)N2CCCCC2)cc1C (stereo not drawn)	2%	-6%	30	-13%	/	7%	8%	/	17%	/
Cc1ccc(C(=O)CNc2ccc(F)cc2)cc1	-2%[46.1 µM]	-4%	3	-7%	/	1%	0%	-5%	-4%	2%
Cc1ccccc1Nc1nc(N)nc(COC(=O)c2ccc(O)cc2)n1	-7%[46.1 µM]	-3%	0	-17%	/	-5%	-1%	-6%	-6%	-1%

An excerpt from above with just TSHR antag:
smiles | TSHR antag
CCCCCCC/C(C)=N/NC(=O)CC(=O)NCCc1ccccc1 | 5
COCc1ccc(C(=O)Nc2cccc(S(=O)(=O)N(C)c3ccccc3)c2)cc1 | -16
COc1ccc2cc3cc(C(=O)Nc4cc(OC)c(OC)c(OC)c4)oc3nc2c1 | -39
COc1cc(/C=N/NC(=O)CCn2c3ccccc3c3ccccc32)ccc1O | -8

(list continues)
SMILES	TCR activator	TSG101-PTAP inh	TSHR antag	Integrin act MD	MBNL1-CUG inh	Mito fusion act	S-ASM inh	Menin-MLL TR inh	AT treatment	MLL CXXC-DNA inh
OCCCNc1c2ccccc2nc2ccccc12	6%	0%	-12	-74%[inhibitor]	?	9%	/	-3%	1%	2%
COc1ccccc1NC(=O)CN1C(=O)COc2ccc(S(=O)(=O)N3CCC(C)CC3)cc21	3%	-5%	4	1%	-3%	-2%	-3%	-9%	-2%	33%
Cc1ccc(NC(=S)NCc2ccc(F)cc2)c(C)c1	1%	-3%	1	?	3%	-13%	6%	7%	-26%	-6%
O=C(O)c1cccc(S(=O)(=O)N2CCSCC2)c1	8%	-8%	-3	14%	-10%	0%	-1%	2%	4%	-2%
O=C(Nc1c(-c2ccccc2)nc2c(Br)cc(Br)cn12)c1ccco1	/	-5%	0	-8%	48%[activator]	-2%	-2%	6%	4%	0%
CCC(C)[C@@H](N)C(=O)N/N=C/c1ccc2ncccc2c1 (stereo partly drawn)	-2%[46.1 µM]	-1%	8	14%	21%	-9%	4%	2%	-7%	12%
COc1ccc2c(c1)c(C(=O)CN1CCc3ccccc3C1)c(C)n2C	0%	-1%	-7	-14%	/	-1%	-2%	/	0%	0%
Cc1noc(C)c1COC(=O)c1cnc(Cl)c(Cl)c1	-2%	-1%	-25	-31%	-6%	1%	-3%	11%	-4%	10%
CCOC(=O)c1c(C)c(C(=O)NCc2ccccn2)c(C)n1CC	-1%	-4%	-3	-9%	0%	-1%	4%	-25%	2%	-1%
O=C(NC1=C(NC2CCS(=O)(=O)C2)C(=O)c2ccccc2C1=O)c1ccccc1 (stereo not drawn)	0%	-4%	17	-59%[inhibitor]	?	-10%	-2%	?	29%	-9%
C=CC[C@@H](CC(=O)N[C@H](CO)Cc1ccccc1)C(=O)N[C@H](COC(=O)[C@@H](CC=C)Cc1ccc(F)cc1)Cc1c[nH]c2ccccc12	-1%	-5%	-31	-38%	/	/	-12%	/	3%	/
C[C@@H]1CN(C(=O)c2nc3ccc(Cl)cn3c2CN[C@H]2CCCCNC2=O)C[C@H](C)O1	3%	-6%	11	-10%	2%	-5%	0%	1%	0%[11.5 µM]	-11%
Cc1n[nH]c(=O)c2c(NC(=O)CSc3nc4ccccc4c(=O)n3CCCOC(C)C)oc(C)c12	/	0%	1	-2%	?	0%	1%	/	23%	-4%
Cc1nnc(SCC(=O)Nc2ccc(-c3nc4ccccc4s3)cc2)s1	-8%[46.1 µM]	0%	-39	26%	/	-3%	1%	11%	1%	3%
O=C1C2CCCCN2C(=O)N1CCN1CCN(c2cccc(Cl)c2)CC1 (stereo not drawn)	-4%	0%	/	4%	/	/	0%	/	/	/

Arranged by count of non-hydrogen atoms (smallest number first): 3 of the compounds above
SMILES	TCR activator	TSG101-PTAP inh	TSHR antag	Integrin act MD	MBNL1-CUG inh	Mito fusion act	S-ASM inh	Menin-MLL TR inh	AT treatment	MLL CXXC-DNA inh
N/C(=N\OC(=O)c1ccoc1)c1ccc(Br)cc1	-5%	-2%	-6	0%	-6%	9%	0%	0%	10%	12%
O=C(O)C1C2C=CC3(CN(Cc4ccco4)C(=O)C13)O2 (stereo not drawn)	3%	-4%	8	-14%	-8%	-1%	2%	3%[11.7 µM]	9%	-11%
O=C1C2CCCCN2C(=O)N1CCN1CCN(c2cccc(Cl)c2)CC1 (stereo not drawn)	-4%	0%	/	4%	/	/	0%	/	/	/
